From PubChem
GRIN3A LBD mod: modulators (binders) of human NR3A ligand-binding domain; NR3A LBD differential scanning fluorimetry, Tm shift; 0% = protein alone, 100% = glycine-bound protein; Tm shift relative to glycine control, % at 25 µM; 2.5% of 340,000 active; AID 1259313;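 active means melting temperature shift of at least 10% of the positive control shift, at one fixed dose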
CXCR6 inh: inhibitors of human CXCR6 receptor; O00574; CHO-K1 PathHunter CXCR6 beta-arrestin, luminescence; inhibition, % at 20 µM; 0.36% of 360,000 active; in the data active means inhibition above about 34%, passing the limit was not always enough;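 further: antagonist mode with CXCL16 agonist at 10 nM final; 0% = 10 nM CXCL16 with DMSO and 100% = unstimulated wells without agonist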
CCR6 antag: antagonists of human CCR6 receptor | CHO-K1 CCR6 PathHunter beta-arrestin, luminescence, CCL20-stimulated | 0.49% of 340,000 active | P51684 | inhibition, % at 20 µM;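 active means compounds whose inhibition of the agonist-driven luminescence signal at 20 µM reaches about 50%, limit read from the data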;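 further: cells stimulated with CCL20 at 14 nM final; plate controls were DMSO with CCL20 for no effect and DMSO without agonist for full effect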
Target sequence (P51684 whole entry, looked up): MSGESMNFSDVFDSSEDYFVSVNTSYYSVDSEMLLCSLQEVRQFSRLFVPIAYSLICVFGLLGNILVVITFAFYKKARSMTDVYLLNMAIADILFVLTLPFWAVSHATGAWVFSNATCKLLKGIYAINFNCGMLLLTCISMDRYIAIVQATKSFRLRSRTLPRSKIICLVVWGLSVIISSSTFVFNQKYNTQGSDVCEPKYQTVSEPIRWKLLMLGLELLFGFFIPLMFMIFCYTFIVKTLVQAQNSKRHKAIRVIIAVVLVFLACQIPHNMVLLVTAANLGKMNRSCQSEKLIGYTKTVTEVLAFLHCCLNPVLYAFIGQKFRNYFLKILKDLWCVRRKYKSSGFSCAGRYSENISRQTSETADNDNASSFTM
MPTP block: inhibitors of mitochondrial permeability transition pore; isolated mouse mitochondria, Ca2+ swelling absorbance, 30 min; inhibition, % at 10 µM; 1.4% of 360,000 active;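 active means inhibition of 50% or more, scaled per plate between neutral and stimulator controls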;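 further: 0% = DMSO wells given calcium and 100% = 1 mM EGTA wells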
Gli-Sufu block: blocks Gli-Sufu signaling in a luciferase reporter | 0.74% of 340,000 active | AID 588413 | Sufu-KO-LIGHT fibroblasts, Gli luciferase reporter luminescence | inhibition, % at 5 µM;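 active means inhibition above about 55%, limit read from the data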;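 further: 0% = DMSO-treated cells and 100% = wells with medium but no cells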
A3G deaminase: blocks human APOBEC3G single-stranded DNA deamination; Q9HC16; recombinant A3G, ssDNA deamination FAM/TAMRA fluorescence; inhibition, % at 20 µM; 0.28% of 330,000 active; AID 493012;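 active means inhibition of at least 40% at 20 µM, with no more than 30% in the related APOBEC3A deaminase screen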;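 further: plate controls were DMSO wells with A3G for no effect and wells lacking A3G enzyme for full effect; some compounds called inactive have numbers as strong as hits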
Target sequence (Q9HC16 whole entry, looked up): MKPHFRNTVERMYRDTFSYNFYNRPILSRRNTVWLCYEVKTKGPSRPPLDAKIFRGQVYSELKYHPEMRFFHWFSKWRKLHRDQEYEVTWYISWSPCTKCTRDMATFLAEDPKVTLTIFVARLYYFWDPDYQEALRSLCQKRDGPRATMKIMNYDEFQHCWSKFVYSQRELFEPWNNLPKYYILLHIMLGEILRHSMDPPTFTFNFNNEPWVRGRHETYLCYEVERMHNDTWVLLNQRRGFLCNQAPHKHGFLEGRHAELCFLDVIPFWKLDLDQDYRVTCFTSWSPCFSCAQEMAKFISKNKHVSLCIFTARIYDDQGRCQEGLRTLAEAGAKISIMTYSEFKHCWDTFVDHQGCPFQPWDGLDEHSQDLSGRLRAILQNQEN
EBI2 block: antagonists of human EBI2 receptor; 0.81% of 360,000 active; EBI2 beta-arrestin recruitment, luminescence, 7a,25-OHC stimulated; P32249; inhibition, % at 5 µM; in the data active means inhibition above about 38%;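 further: enzyme fragment complementation signal reports receptor beta-arrestin coupling in cells; 0% = agonist plus DMSO wells and 100% = wells without agonist; some results beyond the cut were filed as inactive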
A3A deaminase: blocks human APOBEC3A ssDNA deamination; recombinant A3A, FAM/TAMRA ssDNA deamination fluorescence; inhibition, % at 20 µM; 0.41% of 330,000 active;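 active means at least 40% inhibition at 20 µM here, with at most 30% in a related deaminase screen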;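 further: plate controls were A3A with DMSO for no effect and wells lacking A3A enzyme for full effect; some results filed as inactive read as strong as hits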
Target sequence (P31941 whole entry, looked up): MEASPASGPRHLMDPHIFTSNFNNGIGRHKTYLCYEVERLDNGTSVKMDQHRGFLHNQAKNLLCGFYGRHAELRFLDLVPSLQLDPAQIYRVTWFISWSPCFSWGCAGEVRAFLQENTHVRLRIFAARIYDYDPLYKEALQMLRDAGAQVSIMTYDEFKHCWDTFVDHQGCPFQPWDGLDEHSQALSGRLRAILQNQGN
An asterisk follows results filed as active; x = no result given.

SMILES	GRIN3A LBD mod	CXCR6 inh	CCR6 antag	MPTP block	Gli-Sufu block	A3G deaminase	EBI2 block	A3A deaminase
Cc1ccc(CNc2ncnc3[nH]ncc23)cc1	0	-6	-2	-0.2	-2	x	-11	x
COc1ccc(-c2noc(CCC(=O)NC3CCCC3)n2)cc1	-1	2	8	6.0	0	-5	-8	-1
CSc1cccc(N/C(=N/S(=O)(=O)c2ccccc2)NN)c1	0	-14	-7	-1.7	6	x	1	x
CCC(O)(C#CCN1CCCCC1)CC	1	5	-4	-0.7	-12	-2	-19	1
COCc1c(C(=O)OCC(=O)N(C)C2CCS(=O)(=O)C2)oc2ccccc12 (centres undefined)	2	0	-4	0.7	-8	-8	-16	-3
Cc1cc(NC(=O)C2CC=CCC2C(=O)O)ccc1NC(=O)c1ccccc1 (centres undefined)	2	-8	-5	-0.7	2	-6	-2	-3
COC(CNS(=O)(=O)c1cc2c3c(c1)CCN3C(=O)CC2)OC	3	-3	3	-2.7	-4	-8	-6	-6
CCOC(=O)Cc1nn(CC)c(=O)c2ccccc12	0	5	0	-1.2	-2	-9	-4	0
COc1ccc(-c2ccc(/C=C3/C(=N)N4C(C)=CSC4=NC3=O)o2)c([N+](=O)[O-])c1	-22	37	36	1.8	4	-8	3	1
O=C(CCC(=O)Nc1ccc(F)cc1)N/N=C/c1ccc(Br)cc1	-6	-10	0	0.4	15	-7	0	-4
CN(CC(=O)NCc1ccco1)S(=O)(=O)c1cccc2cccnc12	0	3	-6	0.3	-1	-2	-13	-1
O=C(O)CCC(=O)OCC1CCCO1 (centres undefined)	-2	2	-10	-2.2	-10	-1	1	-1
Cc1ccc(CN2[C@@H](Cc3ccccc3)C(=O)CS2(=O)=O)cc1	-7	-5	2	-2.0	-6	0	-2	4
COc1cccc2cc(C(=O)OCC(=O)NCc3ccc4c(c3)OCO4)c(=O)oc12	-2	-5	8	1.3	-9	-3	-19	-1
COc1ccc2nc(Nc3ccccc3OC)sc2c1	19*	-2	9	-6.5	-34	-6	-2	-2
Cc1ccc(NC(=O)COC(=O)c2ccc3c(c2)OCO3)cc1S(=O)(=O)N1CCCCC1	6	3	16	-0.3	-1	1	4	4
COc1ccc2cc(-c3cc(C(=O)OCC(=O)NC4CCS(=O)(=O)C4)c4ccccc4n3)ccc2c1 (centres undefined)	5	-2	7	2.4	-70	x	11	x
CN(CC(=O)Nc1ccccc1Cl)C(=O)CN1C(=O)C2CCCCC2C1=O (centres undefined)	-1	1	9	-0.2	-29	0	-10	-2
Cc1ccc(C)c(-c2[nH]ncc2CN2CCCC(CO)(Cc3ccccc3C)C2)c1 (centres undefined)	-1	3	1	1.7	15	0	4	2
CC(C)N(CCNC(=O)C1CCCN(c2ncnc3c2nc2n3CCCCC2)C1)Cc1ccccc1 (centres undefined)	-1	4	16	-1.1	23	0	18	1
CCCc1nc2ccccc2c(=O)n1CC(=O)c1ccc(F)cc1	5	8	15	-0.2	10	0	12	-8
COC(=O)CCCCCNC(=S)Nc1ccc2[nH]c(=O)[nH]c2c1	-1	5	6	-0.2	-4	1	-5	7
Cc1ccc(-n2nc3ccc(NC(=O)c4cccc([N+](=O)[O-])c4C)cc3n2)cc1	17*	-7	26	31	-2	-3	-5	-1
O=C1c2ccccc2C(=O)N1CC1CO1 (centres undefined)	-1	-8	-2	-1.1	11	x	-4	x
Cc1sc(NC(=O)CN(Cc2ccccc2)C(=O)C2CC2)c(C(N)=O)c1C	1	-12	0	-2.0	2	4	-3	4
NC(=O)C1CCN(C(=O)c2ccc(NS(=O)(=O)c3ccc(F)cc3)cc2)CC1	2	-5	6	-0.9	22	0	2	1
O=c1c2ccccc2oc2nc(-c3ccco3)n(-c3ccccc3)c(=O)c12	0	-2	-2	0.5	-14	-7	-5	-13
COc1ccc(CCN(C)C(=O)CSc2nnc(-c3ccco3)o2)cc1OC	-2	0	-2	-1.4	-8	-1	-9	-1
COc1ccc(C2CC(c3ccc(Br)cc3)=NN2C(=O)CSC2=NN3CCCC(=O)N=C3S2)cc1 (centres undefined)	0	-1	12	-1.3	15	0	-5	-1
C=CCOn1c(=O)c(=O)n(OCc2ccccc2)c2ccccc21	1	-3	15	-1.7	-1	-7	-4	5
c1ccc(Nc2nc(NCc3ccco3)c3ccccc3n2)cc1	1	-4	8	76*	56*	5	-23	3
COc1cc(/C=N/NC(=O)c2cccnc2)cc2c1OCO2	-27	4	-9	-0.5	3	-2	-2	-2
C=CCNC(=S)N1CCN(CCN=CC2=C(O)CC(c3cccs3)CC2=O)CC1 (centres undefined)	-2	5	-7	-0.3	5	0	-3	-2
CC1(C)O[C@@H]2[C@H](O1)[C@@H](CO)O[C@H]2n1cc(Br)c(=O)[nH]c1=O	1	1	7	0.2	-9	-7	-10	-3
COc1ccc(NC(=O)Cn2nc(Cc3cccnc3)c3ccccc3c2=O)c(OC)c1	-1	6	18	-0.3	10	-4	4	-1
COc1ccc(OC)c(NC(=O)c2c(NC(=O)CNCc3ccco3)sc3c2CCC3)c1	0	19	22	0.2	23	-6	14	-1
O=C(c1cccs1)N1CC=C(c2ccccc2)CC1	-2	2	14	-2.7	-16	-8	-1	-4
COC(=O)[C@@]12CCCCN1[C@H](c1ccc(SC3CCCCC3)cc1)[C@@H]1C(=O)N(C)C(=O)[C@@H]12	-6	16	7	-0.7	-15	13	16	2
Cc1cccc(CN2CCC(N3CC(C)OC(C)C3)CC2)c1 (centres undefined)	1	9	-2	-0.3	-6	0	-4	-2
Cc1nc(-c2ccc(Cl)cc2)sc1C(=O)O	-1	-4	-4	-0.7	-42	-4	4	2
C=CCN(c1ccccc1)S(=O)(=O)c1cccc(C(=O)NCC2CCCO2)c1 (centres undefined)	2	5	-5	-0.4	13	-8	-3	-1
CCOc1ccc(N2CC(C(=O)Nc3ccc4c(c3)OCCO4)CC2=O)cc1 (centres undefined)	-1	1	10	0.1	28	-10	8	-2
O=C(NNC(=O)C1CCCO1)c1ccc([N+](=O)[O-])cc1 (centres undefined)	-1	4	-3	-0.3	26	-5	-2	-1
COc1ccc(/C=C/C(=O)c2c(O)cc(C)oc2=O)c(OC)c1	8	6	14	-8.1	3	-5	1	-3
Cc1ccc(-c2ccnc(-c3ccc(O)cc3)n2)cc1	-11	-6	1	1.0	-42	-6	0	-5
CCn1cc(Br)c(C(=O)N2CCN(c3ccccc3)CC2)n1	1	-6	-8	-0.4	0	0	-9	-2
Cc1ccc(CSc2nc3ccccc3c(=O)n2Cc2ccco2)cc1	2	5	7	24	6	-4	-56	-2
O=C(COC(=O)c1cc(=O)[nH]c(=O)[nH]1)Nc1cccc(S(=O)(=O)N2CCCCC2)c1	0	0	9	-1.3	-29	2	1	5
OCCCNc1c2ccccc2nc2ccccc12	x	-1	22	-1.0	8	7	4	22
O=C(OCCCc1ccncc1)c1ccc(S(=O)(=O)N2CCOCC2)cc1	0	-1	4	0.9	-2	-5	5	-1

(continued)
SMILES	GRIN3A LBD mod	CXCR6 inh	CCR6 antag	MPTP block	Gli-Sufu block	A3G deaminase	EBI2 block	A3A deaminase
COc1ccccc1CNC(=O)c1cccc2c1C(=O)N(Cc1cccnc1)C2	-6	-3	16	-0.2	-3	-3	8	3
N#CC1=C2N=C(N)c3ccccc3N2C2=C(C(=O)CCC2)C1c1cccc(Cl)c1 (centres undefined)	-7	8	25	-2.5	16	-11	-8	-3
CC(C)S(=O)(=O)C1=NSC2=NC(=O)/C(=C\c3ccc(-c4ccccc4)o3)C(=N)N21	7	0	19	106*	0	x	0	x
COc1cccc(NC(=O)CN2CCSc3ccccc32)c1	-3	0	9	0.4	2	-3	9	-3
c1cncc(-c2nn3cnnc3s2)c1	-1	2	-7	6.4	3	-2	-5	3
CCCNC(=O)c1nn2cc(Br)cnc2c1Br	-1	-6	7	3.1	0	-5	-4	17
NC(=O)c1cc2c(s1)-c1cc(Cl)ccc1SC2	47*	0	14	1.3	3	-1	-7	-1
CCOC(=O)N1CCN(C(=O)c2cn(C)c3ccc(S(=O)(=O)N4CCOCC4)cc3c2=O)CC1	5	4	-11	-1.5	1	-10	-9	-11
Nc1ccccc1C(=O)N/N=C1/C2CN3CCN(C2)CC1(Cc1ccccc1)C3	-2	-1	-5	1.7	-30	4	-2	1
Cc1c(NS(=O)(=O)c2cccc(C(=O)N3CCC(C)CC3)c2)c(=O)n(-c2ccccc2)n1C	-1	8	9	-1.3	-1	-5	-1	-1
OCCC1CN(Cc2nc3ccccc3s2)CCN1C1CCCCC1 (centres undefined)	0	-6	13	-0.4	14	-4	-7	-1
CCC(Oc1ccccc1)C(=O)O/N=C(\N)c1ccc(OC)c(OC)c1 (centres undefined)	5	-2	-14	-2.1	-4	-2	1	-4
O=C(CN1CCN(Cc2ccccc2)CC1)Nc1nnc(C(F)(F)F)s1	-5	-4	8	-0.6	63*	-1	-6	-3
Cc1ccc(S(=O)(=O)N2CCCCC2)cc1NC(=O)CCNC(=O)c1ccc([N+](=O)[O-])cc1	0	-1	-4	-2.7	25	-8	-8	-1
CN(C)CCCNC(=O)c1cc(Br)ccc1Cl	-1	-2	3	0.7	-5	-2	1	-1
CCn1c(CSCc2ccc(Cl)cc2)n[nH]c1=S	-1	-6	-1	-0.9	3	17	-10	1
Cc1ccc(NS(=O)(=O)c2ccc3c(c2)n(C)c(=O)c(=O)n3C)c(C)c1	0	-5	7	0.1	33	-5	-3	-9
CCN(CC)S(=O)(=O)c1ccc(-c2ccc(S(=O)(=O)N(CC)CC)cc2)cc1	3	4	3	46	44	-2	-1	-4
COC(=O)N1CC(C)N(C(=O)OC)CC1C (centres undefined)	-2	-1	14	2.0	6	-1	3	1
CCN(CC)S(=O)(=O)c1ccc(NC(=O)CSc2nnc(-c3ccc(F)cc3)o2)cc1	3	0	-3	6.4	1	-8	14	-4
O=C(Nc1ccc(NC(=O)C2CC2)cn1)c1ccccc1	-34	0	14	2.1	-68	-5	9	2
CCOc1ccc(S(=O)(=O)Nc2cccc(-c3ccc(N4CCCCCC4)nn3)c2)cc1	-3	-9	3	1.4	-6	-5	5	-5
COc1ccccc1NC(=O)CSc1nnc(COc2ccc(Cl)cc2)o1	-2	2	-10	-1.1	-18	-9	-4	-2
COc1ccccc1C(=O)NNC(=O)c1csc(N2CCOCC2)n1	1	4	6	-3.2	-11	-11	5	-1
COc1cc(C(=O)NCCc2ccc(S(N)(=O)=O)cc2)ccc1OCc1c(C)noc1C	-3	2	-6	-2.1	-5	-8	5	-2
Cc1ccccc1NC(=O)/C(C#N)=C/c1ccc(-c2ccc(Cl)c(C(=O)O)c2)o1	-1	8	14	2.7	-42	0	7	7
CCOC(=O)C1(Cc2ccccc2C)CCCN(C(=O)c2cc(CC)nn2C)C1 (centres undefined)	-1	-2	2	0.5	8	-5	5	-2
O=C(NCc1ccccn1)C1CC(c2ccc(Cl)c(Cl)c2)=NO1 (centres undefined)	-1	10	-21	4.2	6	2	-5	4
Cc1ccc(N/C=C/C(=O)C(C)(C)C)c(O)c1	2	-2	-23	2.7	6	-10	1	2
O=C(O)c1ccc(S(=O)(=O)N(Cc2ccccc2)Cc2ccccc2)cc1	-2	-2	0	0.9	3	-5	4	1

Rows are unselected; 5.8% or so of the library scored in one or more.
